Compound activity deposited in PubChem BioAssay by Broad Institute.
ERp5 block – blocks human ERp5 reductase activity on insulin; inhibition, % at 9.99 µM; ERp5 insulin aggregation, absorbance 650 nm, 90 min; hit rate 0.05% among 350,000;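 active = mean replicate inhibition above about 25%, with every replicate also reaching it, limit read from the data, passing the limit was not always enough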
E-sel inducer – induces E-selectin expression in human endothelial cells. activation, % at 7.58 µM. hit rate 0.37% among 260,000. P16581. HUVEC E-selectin immunofluorescence imaging; normalized: neutral wells 0, TNF-alpha wells 100;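 active = mean E-selectin-positive cell signal at least 10% of the positive control, reached in at least 60% of replicates, without over 20% cell loss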;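 also: in these data hits start at about 27%; measured in HUVEC primary endothelial cells; signal is the percent of cells scored E-selectin positive by PE staining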
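assay system = HUVEC, human umbilical vein endothelial cells | input = 3,000 HUVEC seeded per well | medium = EGM-2 growth medium on 0.1% gelatin-coated wells | dosing = one compound dose added by pin transfer | signal = immunofluorescence imaging | read-out basis = % PE-positive cells | control set = TNF-alpha, DMSO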
esBAF inh – blocks esBAF chromatin remodeling in mouse ES cells; hit rate 2% among 350,000; Bmi1-luciferase knock-in reporter, 24 h; 100% = twice the neutral-well signal; reporter increase, % at 12.5 µM; in the data active = activation above about 40%;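 also: 0% = median of the plate's neutral control wells and 100% = double that signal; a rise in the Bmi1 reporter signal indicates esBAF inhibition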
ARNT-TACC3 inh – disruptors of human ARNT/TACC3 interaction | Q9Y6A5 | AlphaScreen His-ARNT PAS-B/GST-TACC3 binding, luminescence; TACC3 fragment carries E629A point mutation | inhibition, % at 9.99 µM | hit rate 0.66% among 390,000;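 active = mean inhibition of replicates at least 50% and at least half of replicates each reaching 50%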;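 also: 0% = complete ARNT plus TACC3 wells and 100% = ARNT alone without TACC3; many hits fall short of the cut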
CASP6 VEID inh – blocks human caspase-6 cleavage activity. P55212. purified caspase-6, Z-VEID-R110 cleavage fluorescence. inhibition, % at 12.5 µM. hit rate 0.53% among 350,000;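 active = mean inhibition across replicates at least about 35%, with every replicate also reaching that limit, limit read from the data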;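 also: 0% = median of neutral control wells and 100% = no fluorescence left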
Target sequence (P55212 24-179 limits assumed): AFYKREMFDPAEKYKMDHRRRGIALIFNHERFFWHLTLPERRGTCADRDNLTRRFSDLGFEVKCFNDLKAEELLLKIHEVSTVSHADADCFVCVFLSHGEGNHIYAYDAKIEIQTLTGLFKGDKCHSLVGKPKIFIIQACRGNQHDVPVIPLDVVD
Target sequence (P55212 194-293 limits assumed): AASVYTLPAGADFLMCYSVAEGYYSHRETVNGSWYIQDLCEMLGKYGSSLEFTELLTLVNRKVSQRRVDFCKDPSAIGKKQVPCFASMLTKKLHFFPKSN
RAD54 branch – RAD54 (human) branch migration inhibition; hit rate 0.14% among 360,000; RAD54 Holliday junction branch migration, FAM/BHQ fluorescence; inhibition, % at 10.4 µM; AID 602329; Q92698;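 active = mean normalized replicate activity at least 40 and at least half of replicates scoring 40 or more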;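 also: 0% = median of neutral control wells and 100% = median of positive control wells; inhibitors cause a drop in the FAM fluorescence signal; in these data hits start at about 50%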
Target sequence (Q92698 whole entry, looked up): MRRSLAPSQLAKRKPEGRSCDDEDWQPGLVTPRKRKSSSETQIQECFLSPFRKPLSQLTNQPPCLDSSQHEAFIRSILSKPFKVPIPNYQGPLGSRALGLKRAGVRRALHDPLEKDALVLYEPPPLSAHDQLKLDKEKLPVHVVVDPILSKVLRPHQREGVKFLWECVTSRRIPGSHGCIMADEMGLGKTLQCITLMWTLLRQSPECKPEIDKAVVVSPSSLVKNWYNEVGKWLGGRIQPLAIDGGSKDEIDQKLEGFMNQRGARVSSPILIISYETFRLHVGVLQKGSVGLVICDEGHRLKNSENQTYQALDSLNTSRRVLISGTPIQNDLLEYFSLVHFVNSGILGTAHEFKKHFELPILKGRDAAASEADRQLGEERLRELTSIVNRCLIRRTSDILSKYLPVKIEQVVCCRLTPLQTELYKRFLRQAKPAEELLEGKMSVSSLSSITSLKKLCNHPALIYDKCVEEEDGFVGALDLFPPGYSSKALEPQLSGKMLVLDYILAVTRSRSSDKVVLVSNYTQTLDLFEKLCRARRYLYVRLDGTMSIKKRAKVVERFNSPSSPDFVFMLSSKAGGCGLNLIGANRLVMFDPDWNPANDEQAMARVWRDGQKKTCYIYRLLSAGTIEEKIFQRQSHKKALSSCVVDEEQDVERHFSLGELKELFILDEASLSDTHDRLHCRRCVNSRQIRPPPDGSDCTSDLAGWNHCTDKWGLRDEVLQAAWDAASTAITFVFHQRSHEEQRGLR
RAD52 inh – blocks human RAD52 DNA annealing. P43351. recombinant RAD52 DNA annealing, FRET fluorescence. inhibition, % at 18.7 µM. hit rate 0.46% among 360,000. AID 651710;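 active = every replicate showing at least 50% inhibition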
PglD inh – blocks C. jejuni PglD acetyltransferase activity. inhibition, % at 12.5 µM. hit rate 0.098% among 360,000. purified PglD enzyme, DTNB colorimetric CoA detection; in the data active = inhibition above about 16%, passing the limit was not always enough; also: strong numbers were not always called active
* marks the source's active call; other numbers are inactive results; · = no result given.

SMILES	ERp5 block	E-sel inducer	esBAF inh	ARNT-TACC3 inh	CASP6 VEID inh	RAD54 branch	RAD52 inh	PglD inh
CC1(C(=O)NS(=O)(=O)c2ccc(C#N)cc2)CCN1C(=O)Cc1ccccc1Cl (centres undefined)	1	-0.2	-8	·	-2	-4	-13	-1
CCOC(=O)c1nnsc1NC(=O)Nc1ccc(OC)cc1	7	·	-3	-8	-3	3	-13	1
CS(=O)(=O)N1CCCC(C(=O)NCc2ccccc2Cl)C1 (centres undefined)	-6	·	-4	-10	2	5	-16	6
O=C(CN1CCCC1)Nc1ccc(Cl)cc1C(F)(F)F	-3	·	·	-12	-4	·	-13	·
CC(=O)N1c2ccccc2Sc2ccccc21	3	·	-3	15	-4	-1	-9	-3
COc1cccc(/C=N/NC(=S)NC2CC3CC2C2C=CCC32)c1O (centres undefined)	4	2.5	·	0	-3	-3	0	-1
C[C@@H]1CN([C@H](C)CO)C(=O)Cc2cc(NS(=O)(=O)c3ccccc3)ccc2O[C@H]1CN(C)C(=O)Nc1ccccc1	9	0.2	-1	-7	0	2	-1	-2
CO[C@@H](CN(C)S(=O)(=O)c1ccc(Cl)cc1)[C@H](C)CN([C@H](C)CO)S(=O)(=O)c1cccc(Cl)c1	0	0.1	5	2	6	5	-7	0
O=C(c1nnsc1S(=O)c1ccc(Cl)cc1)N1CCOCC1 (centres undefined)	9	·	-87	-3	4	16	-2	2
Cc1cc(C)nc(SCC(=O)NN=Cc2ccc(C)o2)n1	3	0.1	5	·	0	-12	-2	1
CCn1c(SCC(=O)N2CCc3ccccc32)nnc1-c1ccncc1	·	·	1	-2	·	-6	·	2
CSc1nc(-c2ccccc2)nc(C(C)C)n1	-6	0.0	1	-5	5	4	-19	-8
Cc1cc(Oc2ccc(=O)n(C)n2)nc(Oc2ccc(=O)n(C)n2)n1	·	·	-3	0	·	-18	·	-3
CN1CCN(S(=O)(=O)c2ccc(C#N)cc2)C(c2ccccc2)C1 (centres undefined)	5	0.1	-12	-7	-1	4	-16	-1
C[C@H](CO)N1C[C@H](C)[C@@H](CN(C)Cc2cccnc2)Oc2ncc(C#CC3(O)CCCC3)cc2C1=O	1	0.8	6	-13	3	1	10	0
COc1ccc(/C=C2\CN(Cc3ccccc3)C/C(=C\c3ccc(OC)cc3OC)C2=O)c(OC)c1	·	·	3	1	·	2	·	2
Cc1nn2c(-c3ccc(Cl)cc3Cl)nnc2s1	·	·	-3	-14	·	-7	·	-5
Cc1ccc(CS(=O)Cc2ccc(C(=O)NCc3cccs3)o2)cc1 (centres undefined)	2	·	1	2	-6	2	-6	0
CC(C)c1nnc(SCC(=O)N2CCc3ccccc32)n1C	·	·	2	-7	·	-6	·	0
CCS(=O)(=O)N1CCCCN2[C@@H](CO)[C@@H](c3ccc(-c4ccccc4)cc3)[C@@H]2C1	13	-0.3	0	0	0	5	-26	5
Cc1ccccc1OCCC(=O)Nc1c(C)n(C)n(-c2ccccc2)c1=O	·	·	-6	6	·	2	·	-1
COc1cccc(CC2(CO)CCN(Cc3ccc(NC(C)=O)cc3)CC2)c1	1	-2.5	·	0	·	·	-25	·
O=C(Cn1cc(/C=N/NC(=O)c2cccc3ccccc23)c2ccccc21)Nc1ccc(F)cc1	2	0.6	9	-1	0	-17	-429	-2
CC(Cc1ccccc1)C(=O)N(C)Cc1cccnc1 (centres undefined)	4	0.1	-4	4	-4	3	-7	13
O=C(CCNC(=O)c1ccc([N+](=O)[O-])cc1)NCCc1ccc(Cl)cc1	-6	·	-7	-8	-2	0	-22	0
COc1cccc(C(=O)Nc2ccc3c(c2)OC[C@@H](C)N(C(=O)C2CCC2)C[C@@H](C)[C@H](OC)CN(C)C3=O)c1	-6	-0.1	-7	-4	0	4	16	1
c1cncc(-c2nc(N3CCOCC3)c3ccccc3n2)c1	·	·	-3	-2	·	0	·	1
O=c1[nH]c2cc3c(cc2cc1CN(CCO)S(=O)(=O)c1ccccc1)OCCO3	-4	·	·	-6	0	-5	-4	1
COc1ccc(S(=O)(=O)Nc2ccc3c(c2)CC(=O)N([C@@H](C)CO)C[C@@H](C)[C@@H](CN(C)Cc2ccc(C(F)(F)F)cc2)O3)cc1	-6	-0.1	-4	-1	1	11	-16	-2
COc1ccc(Cl)cc1NC(=O)CN1CCc2ccccc21	2	·	·	1	3	·	-16	·
O=C(Nc1cccc(Cl)c1)N[C@H]1CC[C@H](CCn2cc(Cc3ccccc3)nn2)O[C@H]1CO	1	0.5	0	0	0	-7	-3	-2
CC(C)(C)NC(=O)CN(C(=O)CNC(=O)c1cccs1)c1ccc2c(c1)OCCO2	-3	·	5	-4	0	3	-4	8
Cc1ccc(NC(=O)CNc2cccc(S(=O)(=O)N3CCOCC3)c2)cc1F	-2	-5.5	·	-5	0	-1	-9	-3
Cc1nc(SCc2ccccc2)[nH]c(=O)c1CC(=O)OCC(C)C	3	-0.1	-3	-5	1	-2	-8	-4
CCCCN1C(=O)C(=O)N(CC(=O)N2N=C3/C(=C/c4ccco4)CCCC3C2c2ccco2)C1=O (centres undefined)	8	0.1	·	-6	0	·	-25	·
CCOc1ccccc1C(=O)Nc1nnc(Cc2ccc(OC)c(OC)c2)s1	2	·	5	-1	3	-8	3	-3
CCCCOc1ccc(/C=N/NC(=O)c2nnn(-c3nonc3N)c2C)cc1	-3	·	1	-17	0	2	-9	-3
CN1CCN(C(=O)C2CCN(c3ncnc4c3nc3n4CCCCC3)CC2)CC1	1	·	5	1	0	-2	-1	8
CC1=C(C(=O)N2CCCCCC2)CC(CC(=O)NCCCN(C)C)C(=O)N1Cc1ccc(F)cc1 (centres undefined)	0	0.0	·	·	-6	·	-11	·
COc1ccc(CN2C(=O)c3cccnc3C2=O)cc1S(=O)(=O)NCc1ccc(C)o1	0	·	5	31	2	9	-8	5
CC(=O)c1c(C)[nH]c(C(=O)CN2C(=O)NC3(CCCCC3)C2=O)c1C	-5	-0.1	·	-4	3	·	-5	·
Cc1cc(OCC(O)CN(C)C(=O)C(C)Oc2ccccc2)ccc1Cl (centres undefined)	-1	·	0	-1	-2	2	10	3
C[C@@H]1CN([C@H](C)CO)C(=O)c2cccc(NC(=O)NC3CCCCC3)c2O[C@H]1CN(C)Cc1ccc(Cl)c(Cl)c1	1	-1.1	-2	0	-2	0	0	5
Cc1sc2ncnc(N3CCN(S(=O)(=O)c4ccc(Br)cc4)CC3)c2c1C	-7	3.7	-9	3	1	1	-2	0
CC(C)NC(=O)Nc1ccc2c(c1)C(=O)N(C)[C@@H]1CC[C@@H](CC(=O)NC3CCCCC3)O[C@H]1CO2	·	0.5	3	-12	·	-11	·	1
Cc1ccc(NC(=O)CCNC(=O)Cn2ccc3ccccc3c2=O)cc1F	0	·	4	-3	-6	-32	0	4
CSc1nc(N)nc(SCCS(=O)(=O)c2ccc(Cl)cc2)c1C#N	·	·	7	-2	·	-7	·	6
CC(=O)NC(NC(=S)Nc1ccc(C)cc1C)C(Cl)(Cl)Cl (centres undefined)	3	2.9	·	-14	1	-4	-7	-3
O=C(Nc1ccccc1C(=O)Nc1ccc(Cl)cc1)c1cccnc1	5	·	5	-7	-2	4	-29	-2
COc1cccc(CC(=O)Nc2cc(S(=O)(=O)N3CCOCC3)ccc2N2CCOCC2)c1	-7	0.0	-6	-6	1	7	-36	0
Carrying on:
SMILES	ERp5 block	E-sel inducer	esBAF inh	ARNT-TACC3 inh	CASP6 VEID inh	RAD54 branch	RAD52 inh	PglD inh
CC(C)CCNC(=O)C12CN(Cc3ccccc3)CC1C(c1cccc([N+](=O)[O-])c1)=NO2 (centres undefined)	-3	-0.3	-3	-1	1	1	-9	9
COCCN(C(=O)c1cccc(OC)c1)c1nnc(-c2ccncc2)s1	·	·	9	0	·	1	·	-2
Cc1ccc(S(=O)(=O)N2CCN(Cc3ccccc3)CC2)c(C)c1N(C)S(=O)(=O)c1ccccc1	-4	-2.0	·	-5	0	·	-1	·
Cc1c(-c2ccccc2Br)nc2ccccc2c1C(=O)O	-4	0.0	·	-2	11	·	-5	·
C[C@@H]1CN([C@H](C)CO)C(=O)c2cc(-c3ccc(F)cc3)cnc2O[C@H]1CN(C)C(=O)NC1CCCC1	2	0.2	1	-11	3	-10	-12	-1
O=c1[nH]c2c(s1)C(c1ccco1)C1C3CCC(C3)C1S2 (centres undefined)	·	·	-3	-47	·	-22	·	-8
N#Cc1cn(CC(=O)N2CCCc3ccccc32)c2ccccc12	·	·	3	24	·	4	·	-4
CN(C)c1ccc(-c2ccnc3c2CC(C)(C(=O)NCc2cccc(Cl)c2)O3)cc1 (centres undefined)	-1	-0.4	·	·	0	-3	-52	-1
CCCNC(=O)N1[C@@H](C#N)[C@H](c2ccccc2)[C@@H]1CO	2	-0.7	-5	22	2	2	-5	-4
Cc1ccc(C(=O)NNC(=O)c2ccccc2OCc2c(C)noc2C)cc1	0	9.6	-7	-3	-2	0	-8	1
N#Cc1ccccc1N/C=C/C(=O)c1ccc(Cl)cc1	-1	0.0	-8	·	-3	-2	-52	-4
CCNc1nc(OC)nc(Oc2ccc(C(=O)OC)cc2)n1	·	·	6	-11	·	-16	·	1
O=C(C[C@H]1C[C@H]2c3cc(NC(=O)Nc4ccccc4)ccc3O[C@H]2[C@@H](CO)O1)NCCN1CCCCC1	-2	0.6	5	1	2	22	8	3
C[C@@H]1CCCCO[C@@H](CN(C)C(=O)CCCN(C)C)[C@H](C)CN([C@@H](C)CO)C(=O)c2cc(NC(=O)Nc3ccc(C(F)(F)F)cc3)ccc2O1	·	-0.2	-2	2	·	22	·	2
CCOC(=O)Cc1cc(=O)c2c(=O)n(-c3ccccc3)[nH]c2[nH]1	·	-1.2	-4	-29	·	-22	·	7
C[C@@H]1CN([C@@H](C)CO)S(=O)(=O)c2ccc(-c3ccc(F)cc3)cc2O[C@@H]1CN(C)C(=O)C1CCOCC1	-5	0.6	-3	-13	2	8	-12	-2
Cc1ccc(S(=O)(=O)N2CCCC2C(=O)NCc2ccncc2)cc1 (centres undefined)	-2	0.6	2	·	0	13	-10	-4
OC[C@H]1[C@@H](c2ccc(C#Cc3cccnc3)cc2)[C@@H]2CN(Cc3ccccc3F)CCCCN12	1	-0.2	-4	12	-1	-3	47	2
CC(C)C(=O)Nc1c(-c2ccc(Cl)cc2)c(=O)c2ccccc2n1C	2	·	-8	-5	-1	-6	0	1
CC[C@H](NC(=O)[C@H](Cc1ccccc1)NC(=O)[C@H]1O[C@@H](n2cnc3c(=O)[nH]c(N)nc32)[C@H](O)[C@@H]1O)c1ccccc1	-1	0.0	·	·	1	·	2	·

Sorted by value in ERp5 block (smallest number first): three from the list above.
mol	ERp5 block	esBAF inh	ARNT-TACC3 inh	CASP6 VEID inh	RAD52 inh	PglD inh
C[C@@H]1CN([C@@H](C)CO)S(=O)(=O)c2ccc(-c3ccc(F)cc3)cc2O[C@@H]1CN(C)C(=O)C1CCOCC1	-5	-3	-13	2	-12	-2
N#Cc1ccccc1N/C=C/C(=O)c1ccc(Cl)cc1	-1	-8	·	-3	-52	-4
OC[C@H]1[C@@H](c2ccc(C#Cc3cccnc3)cc2)[C@@H]2CN(Cc3ccccc3F)CCCCN12	1	-4	12	-1	47	2

Returning to the listing, starting 2 compounds before the break.
SMILES	ERp5 block	E-sel inducer	esBAF inh	ARNT-TACC3 inh	CASP6 VEID inh	RAD54 branch	RAD52 inh	PglD inh
CC(C)C(=O)Nc1c(-c2ccc(Cl)cc2)c(=O)c2ccccc2n1C	2	·	-8	-5	-1	-6	0	1
CC[C@H](NC(=O)[C@H](Cc1ccccc1)NC(=O)[C@H]1O[C@@H](n2cnc3c(=O)[nH]c(N)nc32)[C@H](O)[C@@H]1O)c1ccccc1	-1	0.0	·	·	1	·	2	·
CSc1ccc(Oc2cccc3c2S(=O)(=O)N(C2CC2)C[C@@H](COCc2ccccc2)O3)cc1C	2	0.1	·	·	-4	·	-9	·
O=C(NC(c1ccccc1)C(Cl)(Cl)Cl)c1ccccc1 (centres undefined)	6	·	-8	0	1	-4	1	-3
Cc1sc2ncn(CC(=O)N3CCOCC3)c(=O)c2c1-c1ccccc1	-5	26	3	9	0	-1	-16	1
CSc1nc(Cl)cc(=O)[nH]1	1	0.0	-1	-6	-2	-9	-9	4
